HIV fusion peptide = cell-free HIV fusion peptide-binding blockers – biochemical, uHTS, fluorescence dequenching, primary screen (AID 1986); cell-free peptide binding, fluorescence dequenching, 30 min; higher % means a stronger effect; one-dose inhibition, % at 20 µM; IC50 in µM for titrated hits; 290,000 tested, 0.3% active; in the data active = inhibition mostly above about 52%, no sharp cut-off; inactive = mostly below about 76%; note: some results filed as inactive read as strong as hits
KOR beta-arrestin-1 = KOR agonists, beta-arrestin recruitment, primary screen, cell-based, luminescence, uHTS (AID 1777); KOR beta-arrestin recruitment, luminescence; higher % means a stronger effect; activation, % at 10 µM; hits with a dose series show EC50 in µM; 280,000 tested, 0.02% active; in the data active = activation above about 50%, passing the limit was not always enough; note: a part of the inactive calls stands beside numbers as strong as those of hits
GPR55 LPI antagonism = GPR55 antagonists blocking LPI-driven arrestin recruitment, primary screen, imaging, U2OS, beta-arrestin-GFP, LPI agonist (AID 2013). 290,000 tested, 0.13% active. inhibition, % at 10 µM; hits with a dose series show IC50 in µM. U2OS GPR55 beta-arrestin-GFP translocation imaging, LPI antagonism; higher % means a stronger effect;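 active = spots per cell inhibited over 60%, with over 100 cells counted and total cytoplasm intensity under 500,000; inconclusive = wells with under 100 cells, flagged as likely toxic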;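 note: U2OS cells stably carrying GPR55 and arrestin-GFP stimulated by 5 µM LPI near EC80; imaged beta-arrestin-GFP aggregate spots per cell after agonist stimulation; plate controls were LPI-stimulated DMSO wells for no effect and DMSO wells without LPI for full effect; some results filed as inactive read as strong as hits; confirmed hits need IC50 under 10 µM and bright autofluorescent wells are also inconclusive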
KOR beta-arrestin-2 = kappa opioid receptor blockers – cell-based, luminescence, uHTS (AID 1778). KOR beta-arrestin recruitment, luminescence, antagonist mode; higher % means a stronger effect. inhibition, % at 10 µM, or IC50 in µM where a hit was titrated. 290,000 tested, 0.091% active; in the data active = inhibition above about 50%; note: strong numbers were not always called active
GPR55 beta-arrestin = GPR55 agonists via beta-arrestin recruitment, primary screen, imaging, U2OS cells, beta-arrestin-GFP redistribution (AID 1961); 290,000 tested, 0.048% active; U2OS GPR55 beta-arrestin-GFP redistribution imaging; higher % means a stronger effect; activation, % at 10 µM, or EC50 in µM where a hit was titrated;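 active = activation above 40% with more than 50 cells counted in the well; inconclusive = wells holding fewer than 50 cells, flagged as toxic or sparse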;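 note: U2OS osteosarcoma cells stably expressing GPR55 and beta-arrestin-GFP; plate controls were DMSO negative control for no effect and LPI positive control for full effect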
GPR35 antagonists = inhibition of zaprinast-stimulated GPR35 beta-arrestin translocation – imaging, U2OS, beta-arrestin-GFP, zaprinast agonist, primary screen (AID 2058); 290,000 tested, 0.052% active; U2OS GPR35 beta-arrestin-GFP translocation imaging, zaprinast antagonism; higher % means a stronger effect; inhibition, % at 10 µM; hits with a dose series show IC50 in µM;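 active = inhibition of at least 50% with at least 30 cells and total cytoplasm GFP at most 10,000,000; inconclusive = under 30 cells or total GFP of 10,000,000 plus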
Dengue-2 NS5 capping = Dengue-2 NS5 methyltransferase inhibitors, primary screen, biochemical, confirmation dose response (AID 588689). 340,000 tested, 0.3% active. Dengue-2 NS5 methyltransferase capping enzyme assay, biochemical; higher % means a stronger effect. inhibition, % at 25 µM; hits with a dose series show IC50 in µM; in the data active = a potency from the dose series; inconclusive = inhibition above about 29% without an active follow-up result
West Nile virus CPE = West Nile virus antiviral activity, cell-based, CPE readout (AID 1621). West Nile virus-infected cells, CPE inhibition; higher % means a stronger effect. CPE inhibition, % at 10 µM, or IC50 in µM where a hit was titrated. 290,000 tested, 0.02% active; in the data active = a potency from the dose series; inconclusive = CPE inhibition mostly from about 3.7% at the one dose, without a potency; inactive = the rest, 99 in 100 with CPE inhibition below about 2.2%; note: strong numbers were not always called active
NOD1 NF-kB reporter = NOD1 signaling inhibitors, primary screen, cell-based, luminescence, uHTS (AID 1578). 290,000 tested, 1% active. NOD1-driven NF-kB luciferase reporter cells, luminescence; higher % means a stronger effect. one-dose inhibition, % at 4 µM; EC50 in µM for titrated hits; in the data active = inhibition mostly above about 36%, no sharp cut-off; inactive = mostly below about 34%;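 note: HEK-293T reporter cells stimulated with the NOD1 agonist gamma-tri-DAP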
Dengue-2 NS5 capping pilot replicate = further read-out of Dengue-2 NS5 capping, marked with its call; inhibition, %; measured here: pilot screen replicate inhibition
* = called active by the depositor; u = inconclusive; x = no result given; [ ] = another dose, or the depositor's remark.

Preview, 2 compounds:
SMILES | HIV fusion peptide | KOR beta-arrestin-1 | GPR55 LPI antagonism | KOR beta-arrestin-2 | GPR55 beta-arrestin | GPR35 antagonists | Dengue-2 NS5 capping | West Nile virus CPE | NOD1 NF-kB reporter | others
OC(CNCCNc1ncccc1C(F)(F)F)Cn1ccc2ccccc21 (centres undefined) | -1.1% | 0.6% | -7% | 11% | 0.2% | 2% | -1% | -1.1% | -2%
COc1ccc(CC(=O)Nc2cccc(C(=O)O)c2C)cc1 | -2.9% | -2.5% | 1% | 28% | 0.0% | 13% | 3% | 0.2% | -25%

The whole of this part, from the first entry:
SMILES | HIV fusion peptide | KOR beta-arrestin-1 | GPR55 LPI antagonism | KOR beta-arrestin-2 | GPR55 beta-arrestin | GPR35 antagonists | Dengue-2 NS5 capping | West Nile virus CPE | NOD1 NF-kB reporter | others
OC(CNCCNc1ncccc1C(F)(F)F)Cn1ccc2ccccc21 (centres undefined) | -1.1% | 0.6% | -7% | 11% | 0.2% | 2% | -1% | -1.1% | -2%
COc1ccc(CC(=O)Nc2cccc(C(=O)O)c2C)cc1 | -2.9% | -2.5% | 1% | 28% | 0.0% | 13% | 3% | 0.2% | -25%
NC(=O)Nc1ccc(C(=O)OCC(=O)Nc2cccc(S(=O)(=O)NC3=NCCCCC3)c2)cc1 | -1.0% | 0.2% | 3% | -14% | -0.1% | 10% | -7% | 1.4% | -4%
Cn1cccc1Cc1nnc(SCC(=O)Nc2ccc3c(c2)OCO3)n1-c1ccc(F)cc1 | 1.9% | -0.9% | 10% | 0% | -0.1% | -4% | -4% | -0.7% | 17%
CNC(=O)COc1ccc(S(=O)(=O)Nc2ccc(OC)cc2)cc1 | 0.1% | 3.3% | 4% | -9% | 0.2% | 8% | -11% | 0.9% | -35%
COc1ccc(CCN2CC(C(=O)NCc3cc(C)on3)CCC2=O)cc1 (centres undefined) | -0.8% | 4.4% | 2% | 23% | -0.2% | 0% | -9% | 1.3% | -24%
Cc1nc(CS(=O)(=O)c2ccc(Cl)cc2)cc(N2CCOCC2)n1 | -2.6% | 0.1% | 4% | -17% | 0.0% | 2% | -1% | -0.1% | 6%
Cc1ccc(OCc2n[nH]c(=S)n2-c2ccccc2)cc1C | -1.2% | 1.1% | 0% | -16% | 0.2% | -3% | -4% | -0.3% | -38%
COc1cccc(OC)c1C(=O)Nc1ccc(NC(=O)c2ccco2)cc1 | -1.7% | 3.5% | -8% | -10% | 0.2% | 21% | 1% | 0.2% | -22%
COC(=O)c1ccc(C23CC4(C2)[C@H](CN(Cc2cccnc2)[C@@H]4c2ccccc2)C3c2ccccc2)cc1 (some centres undefined) | 1.7% | 1.1% | 7% | 11% | -0.1% | 2% | -13% | -0.1% | -3%
CC1CCCC(NC(=O)COC(=O)CCc2ccccc2)C1C (centres undefined) | 1.2% | 1.3% | 4% | -4% | 0.4% | -10% | -6% | 0.2% | -51%
O=C(CCCCCn1c(=S)[nH]c2cc3c(cc2c1=O)OCO3)N1CCN(c2ccccc2)CC1 | -2.9% | -4.5% | -1% | -35% | 0.3% | 13% | -5% | 0.0% | -15%
CC1CCc2nc(NC(=O)CN3CCN(c4ccccc4)CC3)sc2C1 (centres undefined) | -3.2% | -4.2% | 10% | -5% | -0.2% | -5% | 11% | -0.3% | 13%
CN(C1CCCCC1)S(=O)(=O)c1ccc2[nH]c(=O)oc2c1 | -3.2% | 3.1% | -4% | 1% | 1.0% | 0% | 5% | -0.1% | -1%
CCOC(=O)c1ccc2c(c1)n(CC)c(/C=C/N(C)c1ccccc1)[n+]2CC | 0.6% | 0.1% | -5% | 21% | 0.5% | 0% | -5% | 0.5% | 51%
N#Cc1ccc2c(c1)NC(=O)C1CCCN21 (centres undefined) | -0.7% | -6.3% | 6% | 22% | 0.1% | 6% | 3% | 0.3% | -10%
O=S(=O)(Cc1ccccc1)NCC1CCCO1 (centres undefined) | -2.7% | -10% | 1% | 31% | -0.2% | 5% | -8% | 0.3% | 0%
O=C(COc1ccc2c3c(c(=O)oc2c1)CCC3)N1CCCC1 | -1.2% | -2.8% | -16% | 7% | -0.1% | -2% | -7% | 0.1% | -19%
Cc1nonc1OCCn1nnnc1N | 1.4% | 2.2% | 9% | -10% | -0.3% | 3% | -3% | 0.4% | -11%
CN(Cc1ccccc1)C(=O)C(=O)c1cn(CC(=O)N2CCCC2)c2ccccc12 | 0.1% | 8.4% | 9% | -42% | -0.1% | -4% | 0% | -0.3% | -13%
C=CCn1c(-c2sccc2C)n[nH]c1=S | 1.2% | -2.1% | 1% | 17% | 0.3% | -3% | -3% | 0.6% | -40%
O=c1[nH]c(CSc2nc3ccccc3[nH]2)nc2c1cnn2-c1ccccc1 | 1.3% | 1.5% | 8% | -10% | -0.2% | -30% | 0% | 1.0% | 49%
CC(C)NC(=O)N(O)C1N(C(C)C)C(=O)N(Cc2ccc3c(c2)OCO3)C1(C)C (centres undefined) | -0.7% | 5.1% | 6% | -26% | 1.5% | 4% | -5% | -0.6% | -5%
COc1cc(CN2CCSCC2)c([N+](=O)[O-])cc1OC | 0.3% | -1.5% | -15% | -30%[20 µM] | -0.1% | 7% | 1% | 1.5% | -20% | Dengue-2 NS5 capping pilot replicate=1.2
CCS(=O)(=O)Nc1ccc(C2=NN(S(C)(=O)=O)C(c3cccs3)C2)cc1 (centres undefined) | -0.1% | -1.5% | -1% | -7% | 0.4% | -15% | -6% | 1.0% | -40%
The listing continues:
SMILES | HIV fusion peptide | KOR beta-arrestin-1 | GPR55 LPI antagonism | KOR beta-arrestin-2 | GPR55 beta-arrestin | GPR35 antagonists | Dengue-2 NS5 capping | West Nile virus CPE | NOD1 NF-kB reporter | others
O=C(Nc1nc2c(s1)CN(Cc1ccccc1)CC2)C1CCC1 | 0.5% | -1.1% | 4% | 1% | -0.4% | 0% | 2% | 0.2% | -40%
N#CCc1ccc(OC(=O)Nc2ccccc2)cc1 | -0.1% | -4.6% | 2% | 0% | -0.1% | 8% | -4% | 0.1% | 3%
CCOc1ccc(Nc2nc(Cc3nnc(SCC(=O)N(CC)CC)n3C)cs2)cc1 | -1.9% | 7.9% | -9% | -8% | 0.1% | 2% | -9% | -0.7% | -53%
CCOC(=O)C1CCCN(C/C(O)=C(\C#N)c2nc(-c3ccccc3)cs2)C1 (centres undefined) | 2.0% | -3.2% | 6% | -24% | 0.2% | 20% | -3% | 0.5% | -10%
CC(C(=O)N1CCCC1)c1ccc([N+](=O)[O-])cc1 (centres undefined) | -3.1% | -1.9% | -1% | -38%[20 µM] | -0.1% | 14% | -4% | -0.5% | 2%
COc1ccc(N2CCN(CC(=O)N3N=CCC3c3ccccc3)CC2)cc1 (centres undefined) | 2.5% | -1.2% | 9% | 33% | 0.1% | 8% | -4% | -0.7% | 0%
CCC(=O)N(Cc1cc2ccccc2[nH]c1=O)C(C)C | -2.7% | -3.3% | 10% | 1% | -0.1% | 2% | -4% | 0.4% | -18%
CC(C)c1ccc(NC2CCCN(C(=O)CN3CCOC3=O)C2)cc1 (centres undefined) | 2.3% | -3.5% | -13% | 5% | -0.1% | 14% | -2% | -0.6% | -18%
Cc1ccc2cc(CN(CC(C)C)C(=O)C3CCCO3)c(=O)[nH]c2c1 (centres undefined) | -0.9% | -3.4% | 1% | 41% | -0.2% | -12% | -7% | -0.3% | -11%
O=C(CN1CCN(c2ccccc2)CC1)N1CCc2[nH]c3ccccc3c2C1 | 2.0% | -3.8% | 23% | 1% | 0.0% | 2% | 1% | 0.1% | -19%
O=C(Nc1c(-c2cccs2)nc2ccccn12)c1ccc2ccccc2c1 | -0.6% | -1.7% | 2% | 11% | -0.5% | -14% | x | -0.7% | 12%
O=C(Cn1c(=O)oc2ccccc21)NCCc1ccccc1 | 2.6% | 0.1% | -6% | 1% | -0.1% | 10% | -4% | -0.6% | -4%
C[C@H](NC(=O)OCc1ccccc1)c1nnc([C@H](C)NC(=O)OCc2ccccc2)o1 | 2.1% | -1.8% | -6% | -12% | -0.1% | 1% | -2% | -0.1% | -6%
O=[N+]([O-])c1ccccc1CN1CCN(Cc2ccccn2)CC1 | 2.9% | 4.7% | 7% | -28% | -0.4% | -3% | -4% | -0.1% | -9%
CC1CN(CC(O)COC(c2ccccc2)c2ccccc2)CC(C)O1 (centres undefined) | -2.6% | -3.8% | 14% | -18% | 0.4% | -1% | -5% | -0.4% | -19%
COc1cccc(CNC(=O)CNC(=S)N(Cc2ccccc2)Cc2ccccc2F)c1 | 0.6% | 9.7% | 4% | 19% | -0.3% | 1% | -7% | -1.0% | -31%
CC1=NN(C(=O)CCc2ccccc2O)C(O)(C(F)(F)F)C1 (centres undefined) | 2.7% | -5.2% | -1% | 16% | -0.2% | -2% | 7% | 0.5% | -30%
COc1ccc(NC(=O)c2ccc(C)cc2Cl)c([N+](=O)[O-])c1 | -0.3% | 6.4% | 13% | 5% | -0.1% | 4% | -3% | 0.5% | -8%
O=C(Nc1cccc(-c2nc3ccccc3c(=O)o2)c1)c1ccccc1 | 7.2% | 12% | 8% | 15% | 0.1% | -2% | -4% | 0.3% | -34%
O=C(NCCc1ccccc1)C(=O)Nc1ccc2c(c1)OCCO2 | 3.8% | 7.6% | 1% | -12% | -0.3% | 0% | -12% | 0.1% | -38%
CCOC(=O)c1c(S(=O)(=O)Nc2ccc(F)cc2C)c(C)n(C)c1C | 2.4% | -1.0% | -2% | -33% | 0.5% | -2% | -3% | -0.5% | 16%
Cc1cn([C@H]2C[C@H](N=[N+]=[N-])[C@@H](CO)O2)c(=O)[nH]c1=O | 0.0% | -3.8% | 6% | -1% | -0.2% | -8% | u | -0.1% | -40%
CC(C)CCn1c(Cl)nc2c1c(=O)n(C)c(=O)n2C | -1.3% | 9.0% | 2% | 14% | -0.1% | -11% | -8% | -1.1% | 14%

Not a retest: an excerpt of the list.
SMILES | HIV fusion peptide | KOR beta-arrestin-1 | GPR55 LPI antagonism | KOR beta-arrestin-2 | GPR55 beta-arrestin | GPR35 antagonists | Dengue-2 NS5 capping | West Nile virus CPE | NOD1 NF-kB reporter | others
OC(CNCCNc1ncccc1C(F)(F)F)Cn1ccc2ccccc21 (centres undefined) | -1.1% | 0.6% | -7% | 11% | 0.2% | 2% | -1% | -1.1% | -2%
COc1ccc(CC(=O)Nc2cccc(C(=O)O)c2C)cc1 | -2.9% | -2.5% | 1% | 28% | 0.0% | 13% | 3% | 0.2% | -25%
NC(=O)Nc1ccc(C(=O)OCC(=O)Nc2cccc(S(=O)(=O)NC3=NCCCCC3)c2)cc1 | -1.0% | 0.2% | 3% | -14% | -0.1% | 10% | -7% | 1.4% | -4%

Screening data as filed in PubChem BioAssay.

Not all compounds are listed (hit frequency here may not be typical).
